Screening data from PubChem.
LYP act = LYP phosphatase activators, primary screen, biochemical, DiFMUP fluorescence, 2 µM; recombinant LYP; 0 = plate median, 100 = signal doubled; 96,000 compounds, 0.11% hits; activation, % at 2 µM;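 active = activation at 2 µM above a set limit, the mean plus 5 SD, cut at about 37% in these data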
CYP2C9 inh = blockers of cytochrome P450 2C9 activity – biochemical, luminescence, ADME assay, primary screen | CYP2C9 Supersomes, luciferin-H conversion | inhibition, % at 5 µM | 96,000 compounds, 20% hits;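 active = blocking of liver enzyme CYP2C9 beyond about 50% at 5 µM, limit read from the data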; also: values of inactives mirror those of a sister screen read the other way
PostGolgi yeast = phenotypic screen on post-Golgi transport, primary screen. post-Golgi transport phenotypic cell assay. inhibition, % at 10 µM. 98,000 compounds, 0.9% hits;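 also: yeast cells grown in 1536-well plates; yeast grown about 18 h at 30C before absorbance read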
CYP2C9 activ = human CYP2C9 activators, primary screen, biochemical, luminescence | AID 1024, 2008 | activation factor at 5 µM | recombinant CYP2C9, luciferin-H conversion; stronger effect = higher value; factor 1 = untreated enzyme, 0 = blocked | 96,000 compounds, 1.4% hits | Cytochrome P450 2C9 (Homo sapiens), P11712;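 active = activation factor of 2 or more for CYP2C9 at a 5 µM dose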;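 also: 0 = sulfaphenazole-blocked wells and 1 = vehicle-only wells; values of inactives mirror those of a sister screen read the other way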
PostGolgi ctrl = growth inhibition of yeast control strain, primary screen, counter-screen for post-Golgi transport modulator project. efflux-deficient yeast background strain, growth absorbance A615, 16 h. inhibition, % at 10 µM. 98,000 compounds, 5% hits. AID 738, 2007
PTK2B oligo ant = antagonists of Pyk2 self-association, primary screen, Q293 cells, FERM NanoBiT luminescence, HTS. Protein-tyrosine kinase 2-beta (Homo sapiens), Q14289. stronger effect = lower value. z-score (the deposit names both 25 µM and 10 µM). 99,000 compounds, 0.83% hits. AID 1347419, 2020;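 active = Z-score of -3 or lower, scaled per plate to the spread of control and sample wells; inactive = z-score above -3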;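 also: negative z-score means lost luminescence so less FERM oligomerization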
Target sequence (Q14289 whole entry, looked up): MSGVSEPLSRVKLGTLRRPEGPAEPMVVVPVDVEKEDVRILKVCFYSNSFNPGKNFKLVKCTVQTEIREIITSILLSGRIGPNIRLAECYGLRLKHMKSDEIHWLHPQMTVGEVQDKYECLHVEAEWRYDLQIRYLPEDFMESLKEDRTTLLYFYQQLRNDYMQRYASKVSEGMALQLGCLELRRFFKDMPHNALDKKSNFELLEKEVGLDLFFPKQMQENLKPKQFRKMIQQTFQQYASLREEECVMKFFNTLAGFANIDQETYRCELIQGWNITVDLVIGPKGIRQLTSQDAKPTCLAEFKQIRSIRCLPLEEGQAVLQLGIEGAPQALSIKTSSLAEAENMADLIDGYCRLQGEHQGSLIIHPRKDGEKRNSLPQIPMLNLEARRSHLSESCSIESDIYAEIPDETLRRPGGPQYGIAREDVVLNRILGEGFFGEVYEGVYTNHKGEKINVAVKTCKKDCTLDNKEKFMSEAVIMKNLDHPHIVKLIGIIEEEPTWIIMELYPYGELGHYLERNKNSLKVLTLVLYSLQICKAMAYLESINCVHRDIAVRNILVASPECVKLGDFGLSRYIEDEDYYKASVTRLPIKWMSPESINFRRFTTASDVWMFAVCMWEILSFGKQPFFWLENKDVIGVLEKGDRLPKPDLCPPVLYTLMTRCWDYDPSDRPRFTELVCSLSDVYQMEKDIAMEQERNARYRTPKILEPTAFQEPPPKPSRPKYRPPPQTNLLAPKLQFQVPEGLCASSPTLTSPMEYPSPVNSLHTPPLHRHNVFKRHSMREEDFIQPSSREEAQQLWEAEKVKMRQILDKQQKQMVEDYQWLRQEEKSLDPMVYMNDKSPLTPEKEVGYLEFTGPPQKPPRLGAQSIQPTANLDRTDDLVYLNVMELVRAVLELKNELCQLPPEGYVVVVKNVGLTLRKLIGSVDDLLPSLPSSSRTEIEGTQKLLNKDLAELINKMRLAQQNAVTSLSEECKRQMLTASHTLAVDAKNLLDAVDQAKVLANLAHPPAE
Ecoli WT expand = growth inhibitors of wild-type E. coli, primary screen, strain BW25113, expanded library, OD600; OD600 absorbance; growth inhibition, % at 100 µM; 98,000 compounds, 0.15% hits;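 active = growth inhibition above about 50% at one test dose, limit read from the data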;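 also: growth measured after 20 h incubation at 37 °C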
PTPN22 inh 2 = PTPN22 phosphatase inhibitors, primary screen, biochemical, DiFMUP fluorescence, 2 µM; 96,000 compounds, 0.21% hits; AID 640, 2007; recombinant LYP catalytic domain; inhibition, % at 2 µM;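 active = inhibition at 2 µM at or above a set limit, the screen mean plus 3 SD, cut at about 24% in these data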;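 also: 0% = DMSO with enzyme and 100% = enzyme fully blocked by orthovanadate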
hDAT+cocaine = changed hDAT dopamine uptake under cocaine IC80, either direction, primary screen, cocaine antagonist project, cell-based, LLC-PK1 hDAT, [14C]-dopamine uptake, MLSMR; Sodium-dependent dopamine transporter (Homo sapiens), Q01959; AID 449768, 2010; LLC-PK1 hDAT cells, [14C]-dopamine uptake with cocaine IC80; actives deviate in either direction; B-score at 10 µM; 110,000 compounds, 1.3% hits;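 active = Z score or B-score, a plate-position-corrected score, falls beyond the plate's 99.7% confidence bounds, in either direction; inactive = both scores lie inside the 99.7% bounds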;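 also: scored against the spread of the other compound wells on the same plate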
* hit, by the source's call; . = not tested or not shown. Rule as the data show it, unless noted: active = inhibition above about 30%; inactive = the rest. Hits appear at their usual frequency; 24% or so of the library scored in one or more.

SMILES	LYP act	CYP2C9 inh	PostGolgi yeast	CYP2C9 activ	PostGolgi ctrl	PTK2B oligo ant	Ecoli WT expand	PTPN22 inh 2	hDAT+cocaine
CCN(CC)c1ccc(-c2nc3cnccc3n2C)cc1	.	91.8*	37.6*	0.1	0.1	0.12	7.0	.	2.17
Cc1cc(Cl)ccc1N1C(=O)CC(SCCC(=O)O)C1=O (centres undefined)	2.3	35.2	-4.0	0.6	5.5	2.78	7.0	-5.5	0.314
O=C(c1ccc(F)cc1)N(Cc1ccccc1)C1CCS(=O)(=O)C1 (centres undefined)	3.2	2.6	2.3	1	14.1	0.16	2.0	-2.6	0.622
Cc1ccc(NC(NC(=O)c2cccs2)C(Cl)(Cl)Cl)cc1 (centres undefined)	-11.7	99.2*	1.9	0	18.6	-0.96	-3.0	15.1	0.366
CC(=O)c1c(C)[nH]c(C(=O)NCCCN2CCCC2)c1C	-6.8	-3.6	11.2	1	-1.2	1.26	-1.0	4.3	-0.113
CCOC(=O)Cn1c(CN2CCN(c3cccc(Cl)c3)CC2)nc2c1c(=O)[nH]c(=O)n2C	12.1	.	5.1	.	8.7	.	-3.0	-13.3	0.11
CCOC(=O)N1CCN(C(=O)CS(=O)Cc2nc(-c3ccc(C)cc3)oc2C)CC1 (centres undefined)	-12.9	26.6	-8.9	0.7	-3.2	.	9.0	10.4	1.11
CC(=O)c1c(C)[nH]c(C(=O)CSc2nnc(-c3ccco3)n2Cc2ccccc2)c1C	2.1	69.7*	21.7	0.3	2.5	-1.12	-1.0	-5.6	0.00207
c1ccc(Cn2nnnc2C(c2cccs2)N2CCOCC2)cc1 (centres undefined)	.	4.6	1.6	1	-4.3	0.64	-4.0	.	-0.0678
O=C(O)C=C1C2CC3CC(C2)CC1C3	0.0	-12.5	4.0	1.1	14.7	-0.02	-3.0	-3.2	-0.109
Fc1cccc(F)c1CN1CCN(c2ncccn2)CC1	5.6	43.2	9.6	0.6	9.8	0.77	-2.0	-6.3	0.0924
Cc1ccc(-c2nnn(CC(=O)N3c4ccccc4CCc4ccccc43)n2)cc1	-0.3	.	.	.	.	-1.56	.	-1.0	0.557

Brought forward from above: 3 compounds, followed by the next part.
SMILES	LYP act	CYP2C9 inh	PostGolgi yeast	CYP2C9 activ	PostGolgi ctrl	PTK2B oligo ant	Ecoli WT expand	PTPN22 inh 2	hDAT+cocaine
O=C(O)C=C1C2CC3CC(C2)CC1C3	0.0	-12.5	4.0	1.1	14.7	-0.02	-3.0	-3.2	-0.109
Fc1cccc(F)c1CN1CCN(c2ncccn2)CC1	5.6	43.2	9.6	0.6	9.8	0.77	-2.0	-6.3	0.0924
Cc1ccc(-c2nnn(CC(=O)N3c4ccccc4CCc4ccccc43)n2)cc1	-0.3	.	.	.	.	-1.56	.	-1.0	0.557
CCOC(=O)c1sc(C)nc1C1CCN(C(=O)OCC)CC1	-2.5	5.3	10.8	0.9	15.5	0.91	5.0	2.1	0.847
CCOC(=O)c1[nH]c(C)c(C(=O)NC(C)CC)c1C (centres undefined)	6.5	-0.6	-10.6	1	8.6	.	9.0	-10.6	0.0144
Cc1cc(C)nc(N(C#N)S(=O)(=O)c2ccccc2)n1	-4.6	37.5	2.6	0.6	-2.9	0.21	-5.0	3.9	0.0429
Cc1cc(C)n2nc3nc(N4CCCCC4)nc(-c4ccco4)c3c2n1	.	3.1	2.8	1	11.1	0.4	7.0	.	0.191
CCOc1ccccc1N1C(=O)CC(Nc2ccc(N3CCOCC3)cc2)C1=O (centres undefined)	1.2	-0.9	1.3	1	14.3	-0.56	-6.0	-0.8	0.286
CCN(CC)C(=O)C(=O)N/N=C/c1cccc(Br)c1	-4.4	5.8	-0.9	0.9	9.8	0.38	-1.0	5.9	0.53
O=C(CSCc1ccccc1)N1CCN(c2ccc(F)cc2)CC1	-6.3	21.1	2.8	0.8	9.7	-0.8	-1.0	7.8	0.453
Cn1c(SCc2ccc(Cl)cc2)nc(C(F)(F)F)cc1=O	-5.7	-3.2	-0.5	1	-1.6	-1.33	-8.0	9.3	-0.101
Cc1cc(C)nc(Sc2ncnc3sc4c(c23)CCC4)n1	8.3	.	.	.	.	-0.12	.	-7.7	1.17
O=C1N(CN2CCN(c3cccc(Cl)c3)CC2)c2ccccc2C12OCCCO2	.	-39.9	-0.7	1.4	-3.8	-0.01	16.0	.	-0.463
COC(=O)c1[nH]c2cc(C)ccc2c1NC(=O)CN1CCN(c2ccccc2OC)CC1	-2.2	30.1	4.8	0.7	6.3	-0.69	-5.0	0.8	1.59
Cc1cc(=O)oc(C)c1C(=O)Nc1c(C)n(C)n(-c2ccccc2)c1=O	-0.9	7.1	-5.6	0.9	-3.6	-0.45	0.0	-2.6	-0.847

2 of the compounds above, as labelled records.
CCOc1ccccc1N1C(=O)CC(Nc2ccc(N3CCOCC3)cc2)C1=O (centres undefined)
  LYP act = 1.2	CYP2C9 inh = -0.9	PostGolgi yeast = 1.3	CYP2C9 activ = 1	PostGolgi ctrl = 14.3	PTK2B oligo ant = -0.56	Ecoli WT expand = -6.0	PTPN22 inh 2 = -0.8	hDAT+cocaine = 0.286

CCN(CC)C(=O)C(=O)N/N=C/c1cccc(Br)c1
  LYP act = -4.4	CYP2C9 inh = 5.8	PostGolgi yeast = -0.9	CYP2C9 activ = 0.9	PostGolgi ctrl = 9.8	PTK2B oligo ant = 0.38	Ecoli WT expand = -1.0	PTPN22 inh 2 = 5.9	hDAT+cocaine = 0.53

Later entries
SMILES	LYP act	CYP2C9 inh	PostGolgi yeast	CYP2C9 activ	PostGolgi ctrl	PTK2B oligo ant	Ecoli WT expand	PTPN22 inh 2	hDAT+cocaine
COc1cccc(NC(=O)N2CCCC2C(=O)Nc2ccc3c(c2)OCO3)c1 (centres undefined)	.	.	2.0	.	9.3	0.42	8.0	.	0.922
O=S(=O)(c1ccccc1)N1CCN(S(=O)(=O)c2ccccc2)C1	1.3	66.9*	4.2	0.3	-1.3	0.36	6.0	-6.0	0.772
Cc1nc(-c2ccccc2)nc2[nH]ccc(=O)c12	11.0	28.3	6.7	0.7	-4.4	1.5	-13.0	-15.5	-0.13
CCOCCCn1c(=S)[nH]c2cc(C(=O)N3CCC(C(N)=O)CC3)ccc2c1=O	-4.3	7.1	-2.2	0.9	-9.5	0	5.0	3.2	-0.456
O=[n+]1cc(-c2cccc3ccccc23)n([O-])c2c1CCC2	-3.3	2.0	12.1	1	2.5	0.03	1.0	4.9	-1.18
CCn1c(=O)c2c(n3cnnc13)-c1ccccc1CC21CCCCC1	-7.7	27.3	27.6	0.7	56.3*	-1.06	1.0	7.1	-0.00523
CC(C)C(=O)Nc1ccccc1C(=O)N/N=C/c1ccc([N+](=O)[O-])cc1	4.2	24.7	4.7	0.8	1.8	0.74	0.0	-0.8	0.814
CC(=O)NC(NC(=S)Nc1ccc(N=Nc2ccccc2)cc1)C(Cl)(Cl)Cl (centres undefined)	-1.1	26.6	-3.6	0.7	3.0	-1.71	-7.0	3.4	-0.546
S=c1[nH]nc(-c2ccc(Br)o2)n1Cc1ccccc1	-0.4	60.4*	13.4	0.4	28.1	1.57	14.0	1.0	0.655
CN(C(=O)c1ccno1)c1nnc(-c2ccccn2)s1	9.1	.	-5.6	.	12.4	-0.49	6.0	-10.8	-0.181
COc1cccc(/C=N/c2oc(-c3ccccc3)cc2C#N)c1O	-5.5	29.0	-6.5	0.7	18.8	-0.46	-11.0	6.9	0.383
COc1cc2c(cc1OC)C1=C(C#N)CC/C(=N\S(=O)(=O)c3cccc(Cl)c3)N1CC2	-12.2	62.9*	-0.6	0.4	23.2	0.68	-1.0	13.7	0.911
N#Cc1c(NC(=O)c2ccncc2)sc2c1CCC2	-2.7	53.3*	2.1	0.5	30.5*	-0.13	-6.0	-1.5	-0.464
CC(=O)NC(CCS(C)(=O)=O)C(=O)Nc1cccc(C)c1C (centres undefined)	5.6	-10.7	5.7	1.1	-2.9	.	8.0	-6.8	-1.14
c1csc(Cc2nn3c(-c4ccncc4)nnc3s2)c1	.	80.0*	5.9	0.2	0.6	-0.92	-1.0	.	0.0253
CCCn1c2ccccc2c2nnc(SCC(=O)OCC)nc21	-5.8	23.9	4.2	0.8	39.3*	-1	-32.0	2.5	0.204
O=C(OC(C(=O)NC1CCCC1)c1ccccc1F)c1ccco1 (centres undefined)	7.4	68.9*	0.0	0.3	2.3	0.1	7.0	-8.9	3.12
CC1CN(C(=O)C(c2ccccc2)c2ccccc2)CC(C)O1 (centres undefined)	-10.8	11.3	-0.8	0.9	2.6	1.54	-3.0	13.8	-0.938
CCOC(=O)C1=C(C)N=C(/N=C/N(C)C)SC1c1ccccc1 (centres undefined)	.	48.5	-0.3	0.5	11.9	-0.22	11.0	.	0.503
CC1CN(c2oc(-c3ccco3)nc2S(=O)(=O)c2ccccc2)CC(C)O1 (centres undefined)	.	-0.3	-3.4	1	12.8	0.66	-14.0	.	0.221
O=C(CSCc1ccc(Cl)cc1)Nc1ccccc1C(=O)N1CCOCC1	5.3	20.6	-1.2	0.8	6.8	0.02	1.0	-1.5	-1.12
O=C(Nc1nc(-c2cc(Cl)sc2Cl)cs1)c1cccs1	.	83.2*	14.2	0.2	14.5	-2.94	-12.0	.	-0.38
CCc1cc(C(=O)NNC(=S)Nc2cccc(C)c2)cs1	5.5	.	.	.	.	0.32	.	-6.1	0.638
O=C(COc1ccc(S(=O)(=O)NC2CCCCC2)cc1)N1CCN(c2ccc(F)cc2)CC1	-2.1	44.3	18.0	0.6	6.4	.	1.0	-1.0	-0.181
CCCCCCCOC(=O)c1ccc(OC(=O)c2cccnc2)cc1	-3.2	16.9	0.3	0.8	7.4	-1.62	1.0	4.8	0.597
CCOC(=O)N1CCC(NC(=O)c2cccc3c2C(=O)N(CCOC)C3)CC1	10.4	87.7*	-4.7	0.1	0.0	.	4.0	-14.1	-0.479
c1cc2ccc3ccc(CN4CCOCC4)c4ccc(c1)c2c34	-4.0	-48.0	4.2	1.5	-0.4	0.1	9.0	3.9	0.476
CCOC(=O)c1c(C)[nH]c(C)c1C(=O)CSc1ncccn1	4.3	47.4	14.3	0.5	-14.2	-0.33	-1.0	-3.7	-0.111
CC(=O)Nc1coc2ccc(Br)cc12	4.1	10.0	-4.4	0.9	2.6	0.84	23.0	-5.2	1.39
Cc1cccc(C(=O)Nc2ccccc2SCC2CSc3nc4ccccc4c(=O)n32)c1 (centres undefined)	1.5	10.2	1.9	0.9	6.3	-0.04	4.0	-4.0	.
CC1Cc2ccccc2N1S(=O)(=O)c1cccc(C(=O)OCC(=O)NC2CCS(=O)(=O)C2)c1 (centres undefined)	0.2	62.9*	-4.4	0.4	-11.0	0.67	-5.0	0.4	0.544
Cc1ccccc1-n1c(Cn2c(=O)sc3ccccc32)nnc1SCC(=O)NCC1CCCO1 (centres undefined)	8.4	50.3*	4.7	0.5	-5.6	.	-1.0	-9.1	0.403
CN1C(=O)C2(OCC(COc3ccc(Cl)cc3)O2)c2ccccc21 (centres undefined)	5.1	-7.8	-1.6	1.1	16.8	-2.38	-8.0	-3.7	-1.19
COc1ccc(-n2c(SCC(=O)NCc3ccco3)nc3c([nH]c4ccccc43)c2=O)cc1	-2.5	-2.0	-3.4	1	-4.1	.	-3.0	-0.7	0.106
Oc1c(-c2cc(-c3ccco3)[nH]n2)ccc2ccccc12	9.4	73.5*	2.1	0.3	8.6	-0.63	-8.0	-11.3	0.822
Nc1ccccc1SCc1cn2cccnc2n1	2.8	-17.0	-1.7	1.2	-2.0	.	5.0	-6.2	0.295
Cc1ccc(NC(=O)CS(=O)CC(=O)NCC2CCCO2)cc1 (centres undefined)	-0.1	10.9	-2.8	0.9	4.4	0.9	6.0	-3.1	-0.0757
CCOC(=O)C1=C(C)N(CCO)C(=O)NC1c1cccc(O)c1 (centres undefined)	4.1	-6.1	21.1	1.1	-10.6	1.27	-3.0	-6.9	-0.0279
